Screening data deposited in PubChem BioAssay by several laboratories.
KCNQ2 inh: KCNQ2 potassium channel inhibitors, primary screen, cell-based, CHO-K1, FluxOR thallium flux, B-score (AID 2156). O88943. 20 min; active compounds read low. B-score at 10 µM. 310,000 compounds, 1.1% hits;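 active = fluorescence ratio B-score at most minus 3 library SDs, with starting brightness B-score within 2 library SDs, cut at about -5.5 in these data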
Kir21 block: blocks the mouse Kir2.1 inward-rectifier potassium channel | P35561 | AID 1672 | 310,000 compounds, 0.85% hits | B-score at 10 µM | HEK293-Kir2.1, FluxOR thallium flux fluorescence; active compounds read low;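 active = fluorescence ratio B-score at or below minus 3 SD of library scores, with starting-brightness B-score within 2 SD, cut at about -4.2 in these data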;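 also: channel flux triggered by added potassium and thallium sulfate stimulus; B-score of peak minus minimum fluorescence over baseline after thallium stimulus; more negative B-score means stronger Kir2.1 block with less thallium influx; some compounds called inactive have numbers as strong as hits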
Target sequence (P35561 whole entry, looked up): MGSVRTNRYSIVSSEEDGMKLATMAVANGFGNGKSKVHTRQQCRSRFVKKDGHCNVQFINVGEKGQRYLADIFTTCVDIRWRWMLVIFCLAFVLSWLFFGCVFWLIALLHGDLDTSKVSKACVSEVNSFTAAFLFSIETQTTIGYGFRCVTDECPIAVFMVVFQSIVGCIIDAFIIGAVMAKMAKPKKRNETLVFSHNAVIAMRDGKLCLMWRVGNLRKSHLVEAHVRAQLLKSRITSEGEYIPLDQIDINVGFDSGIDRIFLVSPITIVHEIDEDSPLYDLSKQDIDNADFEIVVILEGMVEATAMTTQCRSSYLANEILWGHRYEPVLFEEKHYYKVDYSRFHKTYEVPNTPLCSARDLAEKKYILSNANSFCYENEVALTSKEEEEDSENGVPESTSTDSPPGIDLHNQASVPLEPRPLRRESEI
STK33 inh: human STK33 kinase inhibition; AID 2661; 320,000 compounds, 0.073% hits; purified STK33, MBP phosphorylation, ADP-Glo luminescence; inhibition, % at 10 µM; Q9BYT3;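 active = inhibition at or above 25%, using the most active replicate where run in duplicate; inactive = inhibition below 25%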
Target sequence (Q9BYT3 whole entry, looked up): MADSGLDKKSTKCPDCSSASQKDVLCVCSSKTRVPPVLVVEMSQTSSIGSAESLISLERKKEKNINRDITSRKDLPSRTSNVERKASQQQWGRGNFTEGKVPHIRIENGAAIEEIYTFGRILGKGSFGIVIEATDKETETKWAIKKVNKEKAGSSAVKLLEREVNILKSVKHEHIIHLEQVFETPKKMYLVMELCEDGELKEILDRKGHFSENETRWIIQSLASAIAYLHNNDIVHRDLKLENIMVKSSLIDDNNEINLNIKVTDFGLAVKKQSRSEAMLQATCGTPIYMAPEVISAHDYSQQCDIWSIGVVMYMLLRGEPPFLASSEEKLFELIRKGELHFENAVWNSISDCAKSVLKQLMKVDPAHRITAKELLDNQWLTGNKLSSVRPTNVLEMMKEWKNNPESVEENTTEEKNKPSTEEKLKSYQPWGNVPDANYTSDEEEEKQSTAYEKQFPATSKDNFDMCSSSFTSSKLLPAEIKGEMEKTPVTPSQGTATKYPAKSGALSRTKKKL
Numbers without * were called inactive; i = inactive; x = not tested or not shown. Rows are unselected. Share with any hit: about 1.9%.

compound | KCNQ2 inh | Kir21 block | STK33 inh
COc1cc(CCCN2C(N)=NC[C@@H]2c2ccccc2)cc(OC)c1OC | i | -0.08 | 0.8
O=C(NC1CCCC1)C(c1cccs1)N(Cc1ccco1)C(=O)Cn1nnc(-c2cccs2)n1 (stereo not given) | i | -1.2 | -1.7
C/C(=N\NC(=O)CCCOc1ccc(Cl)cc1C)c1ccc(C)o1 | i | -0.26 | -0.1
O=C(Nc1ccc(-n2ccc(C(F)(F)F)n2)cc1)c1cccs1 | i | 0.51 | -1.2
COc1ccc(Cl)cc1NC(=O)Nn1cnnc1 | i | -2.3 | -1.0
CCOC(=O)c1ccc(N2C(=O)CC(Nc3ccc(O)cc3)C2=O)cc1 (stereo not given) | i | 2 | 0.3
COc1ccccc1/C=C/C=N/n1c(-c2n[nH]c3c2CCC3)n[nH]c1=S | i | 1.9 | -0.8
CCOc1ccc(/C=N/NC(=O)C(C)Sc2ccccn2)cc1OCC (stereo not given) | i | -0.37 | -1.4
COc1ccc(Cn2nnnc2C(c2cc(OC)ccc2OC)N2CCC(C(N)=O)CC2)cc1 (stereo not given) | i | -1.7 | -2.7
Cc1ccn2c(NC(=O)c3ccccc3)c(-c3cccs3)nc2c1 | i | 0.06 | -0.5
Cc1ccc2nc(Cl)c(C3CC(c4ccco4)=NN3C(=O)CCCC(=O)O)cc2c1 (stereo not given) | i | -0.45 | -0.8
CCOC(=O)C12CNC(=O)C(C(=O)OCC)(CNC1=O)C2 | i | -0.83 | -0.4
CCOC(=O)c1cnc(SCC(=O)Nc2ccc(NC(C)=O)c(OC)c2)nc1N | i | 0.17 | -2.3
Cc1[nH]n(C(N)=S)c(=O)c1N=Nc1ccccc1C(F)(F)F | i | 2.3 | 0.2
CC1(C)CC(=O)C=C(C(=O)N2CCCC(C(=O)c3cccc(Cl)c3)C2)O1 (stereo not given) | i | 0.54 | -0.4

The final 2 entries of the section before are carried over, then new ones follow.
compound | KCNQ2 inh | Kir21 block | STK33 inh
Cc1[nH]n(C(N)=S)c(=O)c1N=Nc1ccccc1C(F)(F)F | i | 2.3 | 0.2
CC1(C)CC(=O)C=C(C(=O)N2CCCC(C(=O)c3cccc(Cl)c3)C2)O1 (stereo not given) | i | 0.54 | -0.4
CC(C)[n+]1ccn(C2=C([O-])c3ccccc3C(=O)/C2=N\S(=O)(=O)c2ccccc2)c1 | i | 2.4 | -0.2
O=C(c1ccccc1F)N1CCCc2ccccc21 | i | -2.7 | -2.3
S=C(NCCN1CCCCC1)Nc1ccc(Br)cc1 | i | -1.6 | -3.6
O=C(Nc1ccccc1)c1ccsc1 | i | 0.63 | -0.8
CCNc1nc(NCC)nc(N(C)/N=C/c2ccco2)n1 | i | 1.1 | 0.1
O=C(NNC(=S)Nc1ccc(Cl)c(Cl)c1)c1cccc([N+](=O)[O-])c1 | i | -1.4 | -7.0
CCCSc1ccc([C@@H]2[C@H]3C(=O)N(CC)C(=O)[C@H]3[C@]3(C(=O)OC)CCCCN23)cc1 | i | -0.4 | -0.1
COCCNC(=O)C(C)N(c1ccc(Oc2ccccc2)cc1)S(C)(=O)=O (stereo not given) | i | 0.79 | -0.7
COc1ccc(C2C=C(c3ccc(Br)cc3)Nc3nc(N4C(=O)CCC4=O)nn32)cc1 (stereo not given) | i | -3 | -0.9
Cc1ccccc1S(=O)(=O)c1cc2ccccc2nc1N | i | 0.01 | -0.3
CCCC(=O)Nc1ccc(NC(=O)C2CC2)cn1 | i | 1.4 | 0.7
Cc1nn(-c2ccc(F)cc2)c(Cl)c1/C=C/C(=O)OCC(=O)Nc1c(F)c(F)c(F)c(F)c1F | i | 0.53 | -0.2
COc1ccc(OC)c(C2=NO[C@@H]3C(=O)N(c4cc(Cl)ccc4OC)C(=O)[C@H]23)c1 | i | -0.54 | -0.7
O=C(Nc1nnc(C2CC2)s1)C1Cc2ccccc2CN1S(=O)(=O)c1cccs1 (stereo not given) | i | 0.77 | 0.1
O=C(CCNS(=O)(=O)c1ccc(Br)cc1)NC1CCN(Cc2ccccc2)CC1 | i | -3 | -0.4
CCOC(=O)C1=C(C)N(C)C(C)=C(C(=O)OCC)C1c1cccnc1 | i | 1.1 | 6.2
Cc1cc(C(=O)N2CCN(c3ncccn3)CC2)cs1 | i | 2.4 | -1.9
Cc1sc(NC(=O)c2ccccc2)c(C(c2ccc(Cl)cc2)N2CCN(CCO)CC2)c1C (stereo not given) | i | -0.73 | 0.7
COCc1nnc(SCC(=O)Nc2cccc(Cl)c2C)n1-c1ccccc1 | i | -0.96 | -0.9
Cc1cccc(C)c1NC(=O)c1cc2c(=O)c3ccccc3oc2nc1C(F)(F)F | i | 1.6 | 0.3
CCOC(=O)c1cccc(NC(=O)c2ccc(N(C)C)cc2)c1 | i | -0.27 | -1.3
O=C(O)c1cc2cc(OCc3ccccc3)ccc2[nH]1 | i | 0.94 | -1.3
CCC(NS(=O)(=O)c1ccc2c(c1)NC(=O)C(C)C(=O)N2)c1cccs1 (stereo not given) | i | 0.5 | -1.1
Cc1nn(CC(=O)O)c(C)c1C | i | -1.7 | -1.8
CCOC(=O)c1sc(NC(=O)c2ccc(OC)cc2)nc1C | i | -0.25 | -2.4
O=C(Nc1ccc(O)cc1)C1CC=CCC1 (stereo not given) | i | -0.55 | -0.9
Cc1onc(-c2c(Cl)cccc2Cl)c1C(=O)NCCCN1CCOCC1 | i | 0.57 | 0.4
CCn1cc([N+](=O)[O-])c(C(=O)Nc2ccc3c(c2)OCCO3)n1 | i | -0.93 | -2.8
O=C(NCCc1ccccc1)C(=O)NCC1OCCN1S(=O)(=O)c1ccc2c(c1)OCCO2 (stereo not given) | i | 0.33 | -3.6
C=CCSc1nnc(-c2cc3c(-c4ccccc4)nn(C)c3s2)n1C | i | 0.29 | 5.3

(list continues)
SMILES | KCNQ2 inh | Kir21 block | STK33 inh
CC(=O)Nc1ccc(S(=O)(=O)N2CCN(C(=O)c3ncoc3-c3ccc(F)cc3)CC2)cc1 | i | -0.46 | -0.5
COc1ccc(CNCCC2(Cc3ccccc3)CC(C)N(C)CC2C)cc1OC (stereo not given) | i | 0.19 | -0.1
CC(CC(=O)Nc1ccc(-c2ccno2)cc1)n1cccn1 (stereo not given) | i | -1.2 | -0.4
Nc1nc2c(nc(SCc3ccccc3Br)n2[C@@H]2O[C@H](CO)[C@@H](O)[C@H]2O)c(=O)[nH]1 | i | -1.1 | 0.2
C=CCn1nc(-c2ccccc2)c2c(C)onc2c1=O | i | -1.4 | -1.5
CC1CCN(c2nc3c(c(=O)n(C)c(=O)n3C)n2Cc2ccccc2)CC1 | i | -0.05 | -0.5
COc1ccccc1OCCSc1nnnn1-c1ccc(C)cc1 | i | -0.08 | -1.5
COCCCNC(=O)c1ccccc1N(Cc1ccccc1)S(=O)(=O)c1ccc(OC)cc1 | i | -0.88 | -2.6
Cc1ccc(P(=O)(CC(=O)O)c2ccc(C)cc2)cc1 | i | -1.2 | -1.2
COc1ccc(/C=N/NC(=O)CO/N=C(\C)c2cccs2)cc1 | i | -0.8 | -3.0
O=C1CSC(=Nc2cccc(Cl)c2Cl)N1Cc1cccnc1 | i | 0.1 | -0.4
Cc1ccc(C)c(Nc2nc3ccccc3n3cnnc23)c1 | i | 1.1 | 0.2
CCCN(C(=O)c1cn(-c2ccccc2)nc1-c1ccc(OC)cc1)C1CCS(=O)(=O)C1 (stereo not given) | i | 1.2 | x
Cc1csc2c(=O)n3c(nc12)CCCCC3 | i | 0.65 | -3.6
CC(C)C1C(C#N)=C(N)Oc2n[nH]c(-c3ccccc3)c21 (stereo not given) | i | 0.06 | -0.6
Cc1ccc(CNC(=O)c2nn(C)c(C)c2[N+](=O)[O-])cc1 | i | 0.01 | -0.8
COc1ccc(Cl)cc1NC(=O)Nc1ccc(C(=O)N2CCOCC2)cc1 | i | -0.07 | -0.9
CC1CN(c2ccc([N+](=O)[O-])c(NCCOc3ccccc3)c2)CC(C)N1 (stereo not given) | i | -2.8 | 0.0
CCOc1ccc(NC(=O)CSc2nnnn2CC(=O)O)cc1 | i | 0.49 | -0.2
COc1ccc(C(C)(C)C)cc1NC(=O)c1ccc[n+]([O-])c1 | i | 1.8 | -1.8
O=C(CCN1C(=O)/C(=C/c2ccccc2Cl)SC1=S)Nc1cccnc1 | i | -2.4 | -1.6
COc1ccc2ccccc2c1CN1CCN(C(=O)c2ccccc2)CC1 | i | -2.4 | -3.0
COc1ccc(NC(=O)NCc2ccccn2)cc1 | i | -0.86 | -4.2
CCN(CC)CCCNc1oc(-c2ccccc2[N+](=O)[O-])nc1C#N | i | -0.91 | 0.4

Some of the entries above in a different format.
KCNQ2 inh,Kir21 block,STK33 inh,mol
i,-0.91,0.4,CCN(CC)CCCNc1oc(-c2ccccc2[N+](=O)[O-])nc1C#N
i,1.2,x,CCCN(C(=O)c1cn(-c2ccccc2)nc1-c1ccc(OC)cc1)C1CCS(=O)(=O)C1 (stereo not given)

(cont.)
SMILES | KCNQ2 inh | Kir21 block | STK33 inh
Clc1cccc(CSc2nnc(-c3ccccn3)n2Cc2ccco2)c1 | -6.7* | -3.9 | -0.2
CC(C)NC(=O)CN(CCc1ccccc1)S(C)(=O)=O | i | 0.42 | -1.8
COc1ccc(-c2cc(-c3nnc(-c4ccncc4)o3)c3ccccc3n2)cc1 | i | 1.6 | -1.8
COc1ccc(-c2cccc(C(=O)NCC(=O)O)c2)cc1 | i | 0 | -1.0
CC1CCCN(c2ccc(C(=O)Nc3cccnc3)cc2[N+](=O)[O-])C1 (stereo not given) | i | 1.5 | 3.1
Cc1sc(NC(=O)CCS(=O)(=O)c2ccccc2)c(C#N)c1C | i | -0.45 | x
O=C(CCS(=O)(=O)c1ccc(Br)cc1)NCCC1=CCCCC1 | i | 0.02 | 0.2
O=C(Cn1c(=O)oc2ccccc21)Nc1ccc2c(c1)OCCO2 | i | -0.37 | -1.3
O=C(OCC(=O)c1ccc[nH]1)c1ccccc1 | i | 0.01 | 1.4
COCCNC(=S)NN=C1CCC(c2ccccc2)CC1 (stereo not given) | i | 0.05 | -4.8
O=c1c2ccccc2c2ccccc2c(=O)n1CC1CCCO1 (stereo not given) | i | -1.9 | -1.7
CCOC(=O)C1CCN(Cc2ccccn2)CC1 | i | -0.93 | x
Cc1ccc(C)c(CSc2nnc([C@@H]3CCCN3)o2)c1 | i | -0.7 | -5.6
O=C(CCn1cnc2ncccc2c1=O)N1CCN(c2cccc(Cl)c2)CC1 | i | 0.7 | 0.0
CCc1ccc(/C(C)=N/NC(=O)CNC(=O)/C=C/c2ccccc2OC)cc1 | i | 1.3 | -0.5
O=C(NCc1ccc(F)cc1)C(c1ccccc1)c1ccccc1 | i | 0.58 | -0.1
CN(c1ccccc1)S(=O)(=O)c1cccc(NC(=O)COC(=O)C2CCCCC2)c1 | i | 1.4 | -0.5
O=C(CN1CCOCC1)N1CCc2ccccc2C(c2ccccc2)C1 (stereo not given) | i | 0.06 | -2.5
COc1ccc(C(C(=O)NCC2CCCO2)N(C(=O)CNC(=O)c2cccs2)c2ccc(C)cc2)cc1OC (stereo not given) | i | 0.23 | -1.1
CCN1CCN(CC(=O)N2N=C(c3cccs3)CC2c2ccc(OC)cc2)C(=O)C1=O (stereo not given) | i | 1.4 | -1.2
Cc1ccc(S(=O)(=O)NC(C(=O)Oc2ccc3ccc(=O)oc3c2)c2ccccc2)cc1 (stereo not given) | i | 0.16 | 2.2
Cc1cc(Cl)c(S(=O)(=O)NCC2CCCO2)cc1OCC(=O)NC1CCCCC1 (stereo not given) | i | -0.39 | -1.5
Cc1nc(-c2ccccc2)sc1C(=O)O | i | -0.03 | 0.4
CCc1cc(S(=O)(=O)N2CCN(C(=O)c3ccco3)CC2)ccc1OC | i | -1.5 | -0.4

Record cards, as listed above:
Listed for Cc1nc(-c2ccccc2)sc1C(=O)O : KCNQ2 inh: i; Kir21 block: -0.03; STK33 inh: 0.4
Listed for COc1ccc(C(C(=O)NCC2CCCO2)N(C(=O)CNC(=O)c2cccs2)c2ccc(C)cc2)cc1OC (stereo not given) : KCNQ2 inh: i; Kir21 block: 0.23; STK33 inh: -1.1

Other structures.
SMILES | KCNQ2 inh | Kir21 block | STK33 inh
COc1ccc(N2C(=O)CC(N3CCN(S(=O)(=O)c4ccc(Cl)cc4)CC3)C2=O)cc1 (stereo not given) | i | -0.63 | -0.1
Cc1onc(C(=O)Nc2c(C)n(C)n(-c3ccccc3)c2=O)c1[N+](=O)[O-] | i | 0.49 | -0.8
COc1ccc(OC)c(S(=O)(=O)N2CCC(C(=O)NCCc3ccccc3)CC2)c1 | i | 1.1 | -2.7
COc1cccc(/C=c2\s/c(=C/C(=O)c3ccc(C)cc3)[nH]c2=O)c1OC | i | 0.15 | -0.8
COC(=O)c1c(-c2cccs2)csc1NC(=O)c1cccnc1 | i | 0.47 | -2.3
CC1CN(S(=O)(=O)c2ccc(C(=O)Nc3nnc(-c4ccco4)o3)cc2)CC(C)O1 (stereo not given) | i | 1.8 | -1.7
O=C(CCc1ccccc1)N1CCCN(C(=O)CCc2ccccc2)CC1 | i | -3.5 | -0.7
